uPA generation: cell surface uPA generation inhibition; 330,000 compounds, 0.31% hits; Potency, µM (doses to about 38.3 µM), inactives show top-dose activity change, negative = inhibition, usual class: inhibitors; AID 540303; cell surface uPA generation assay, qHTS; active means well fitted inhibition curve with a large enough effect; inconclusive means small, poorly fitted or top-dose-only effect; inactive means no such curve, though single readings can be large or run the other way; tested in mouse RAW 264.7 cells; further: on the % scale 0 is the no-effect control and ±100 the full control effect; nearly all actives have a fitted effect of over 55% in size
VP16 counter: Gal4-VP16 reporter inhibition counter-screen | Drosophila S2 Gal4-VP16 UAS-luciferase, luminescence, 20 h | Potency, µM (titrated, usually from 53.6 µM), without a hit: top-dose activity, negative = inhibition, most hits filed as inhibitors | 310,000 compounds, 3.5% hits | AID 2546;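 further: Gal4-VP16 expression switched on by copper sulfate through the metallothionein promoter; on the % scale 0 is the no-effect control and ±100 the full control effect; nearly all actives have a fitted effect of over 50% in size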
FLuc counter: firefly luciferase modulation, counter-screen for miR-21 project. purified FLuc, Km substrates, luminescence inhibition. Potency, µM (series often up to 57.5 µM), without a hit: at the top dose activity change, negative = inhibition, actives largely listed as inhibitors. 360,000 compounds, 6.9% hits. P08659;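 further: plate controls were vehicle for no effect and reference inhibitor for full effect; nearly all actives have a fitted effect of over 55% in size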
Target sequence (P08659 whole entry, looked up): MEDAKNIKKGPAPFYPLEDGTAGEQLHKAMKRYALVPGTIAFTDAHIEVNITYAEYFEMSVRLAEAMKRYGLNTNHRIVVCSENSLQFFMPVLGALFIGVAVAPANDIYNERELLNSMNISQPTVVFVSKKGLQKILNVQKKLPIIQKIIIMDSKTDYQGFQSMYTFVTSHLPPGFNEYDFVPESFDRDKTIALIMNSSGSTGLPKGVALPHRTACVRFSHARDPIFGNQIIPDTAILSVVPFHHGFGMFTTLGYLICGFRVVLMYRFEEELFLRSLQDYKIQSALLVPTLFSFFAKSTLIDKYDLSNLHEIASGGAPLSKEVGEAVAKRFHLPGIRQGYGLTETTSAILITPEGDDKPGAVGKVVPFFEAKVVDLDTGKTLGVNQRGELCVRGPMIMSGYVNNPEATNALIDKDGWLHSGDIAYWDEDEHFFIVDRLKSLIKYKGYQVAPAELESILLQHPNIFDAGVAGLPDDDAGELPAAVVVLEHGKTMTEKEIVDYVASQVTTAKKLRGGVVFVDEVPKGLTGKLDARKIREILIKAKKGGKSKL
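Purified P. pyralis luciferase (10nM final) with 10uM D-luciferin and 10uM ATP (Km levels) in 50mM Tris acetate pH 7.5, 10mM Mg acetate, 0.01% Tween-20, 0.05% BSA; qHTS 6-point titration, ~60 µM downward; luminescence read.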
ELG1 genotoxic: genotoxicity induction in ELG1-luciferase HEK293T cells; 330,000 compounds, 1.3% hits; HEK293T ELG1-luciferase reporter, luminescence, 16 h; AID 504466; Potency, µM (doses to about 46 µM), inactives show at the top dose activity change, positive = activation, actives largely listed as activators; further: % of control where 0% means no effect; nearly all actives have a fitted effect of over 60% in size
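After overnight (16 hr) compound treatment at 37 °C, ELG1-luciferase HEK293T cells were lysed with ONE-Glo; luminescence quantified 30 min later at room temperature.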
RORgamma inh: inhibitors of mouse ROR gamma transcriptional activity. Potency, µM (series often up to 53.6 µM), for the others: at the top dose activity change, negative = inhibition, hits mostly inhibitors. AID 2551. 310,000 compounds, 5.4% hits. Drosophila S2 Gal4-RORgamma UAS-luciferase reporter, 20 h. P51450; further: on the % scale 0 is the no-effect control and ±100 the full control effect; nearly all actives have a fitted effect of over 60% in size
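Schneider cells (Drosophila), stable Gal4 DBD–ROR gamma + UAS-luc; 1 hr cmpd preincubation; Cu2+ induction 700 uM final; 20 hr ambient; luminescence.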
MBNL1-CUG inh: inhibitors of human MBNL1 binding to CUG repeat RNA; 280,000 compounds, 0.036% hits; Potency, µM (series often up to 57.5 µM), inactives show at the top dose activity change, negative = inhibition, hits mostly inhibitors; AID 2675; TR-FRET MBNL1-His/biotin-(CUG)12 binding, 665/545 ratio; active means well fitted inhibition curve with a large enough effect in the signal ratio, with a control signal flat, not every such curve was filed as active; inconclusive means small, poorly fitted or top-dose-only effect, or effect the other way, or a change in a side signal; inactive means no such curve, though single readings can be large or run the other way; the % refers to the signal ratio; further: on the % scale 0 is the no-effect control and ±100 the full control effect
Target sequence (Q9NR56 whole entry, looked up): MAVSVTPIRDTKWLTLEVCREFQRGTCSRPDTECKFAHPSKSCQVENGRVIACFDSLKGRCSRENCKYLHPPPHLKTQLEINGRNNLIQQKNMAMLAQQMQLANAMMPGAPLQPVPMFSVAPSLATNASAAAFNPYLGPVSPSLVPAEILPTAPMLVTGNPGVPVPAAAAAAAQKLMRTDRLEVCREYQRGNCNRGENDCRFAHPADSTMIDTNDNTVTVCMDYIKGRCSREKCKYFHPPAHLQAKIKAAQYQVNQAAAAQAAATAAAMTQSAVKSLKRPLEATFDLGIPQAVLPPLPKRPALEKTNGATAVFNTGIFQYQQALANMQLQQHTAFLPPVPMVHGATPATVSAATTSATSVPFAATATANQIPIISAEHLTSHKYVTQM
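TR-FRET readout: Ex 340 nm, 665/545 nm emission ratio, normalized to buffer-only (basal) and MBNL1-(CUG)12 controls. Complex of MBNL1-His with Biotin-(CUG)12, compounds 92 nM–58 uM, incubated 60 min at room temperature.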
BRCA1 expr up: BRCA1 expression activation; MCF7-BRCA1-FFLuc reporter, luminescence, 48 h; response scale: scaled: vehicle 0%, 10 µM genistein 100%; Potency, µM (doses to about 46.1 µM), for the others: top-dose activation, hits mostly activators; 380,000 compounds, 1.1% hits; AID 624202; further: nearly all actives have a fitted effect of over 80% in size; some results filed as inactive show a strong effect at the top dose
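Reporter cells (MCF7, BRCA1 promoter-firefly luciferase) received library compounds across a concentration series for 48 h. End-point luminescence was measured and concentration-effect curves derived after normalization.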
CXXC DNA block: MLL CXXC-DNA interaction inhibition | Q03164 | MLL-CXXC / FITC-HOXA9 DNA fluorescence polarization | Potency, µM (highest dose often 115 µM), without a hit: at the highest dose activity change, negative = inhibition, usual class: inhibitors | 290,000 compounds, 0.037% hits | AID 2662; active means well fitted inhibition curve with a large enough effect in the polarisation, with a control signal flat, not every such curve was filed as active; inconclusive means small, poorly fitted or top-dose-only effect, or effect the other way, or a change in a side signal; inactive means no such curve, though single readings can be large or run the other way; the % refers to the polarisation
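Fluorescence polarization: 7 uM MLL-CXXC (stock) preincubated 5 min with compounds, then 50 nM fluorescein-HOX-A9 DNA (stock) added; 30 min ambient. Buffer 50 mM Tris-HCl pH 7.5, 50 mM NaCl, 1 mM DTT, 0.05% BSA.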
p53 reactivator: re-activators of mutant p53. H1299 p53-A138V BP100-luciferase reporter, luminescence, 24 h. Potency, µM (series often up to 92.2 µM), for the others: top-dose activity change, positive = activation, hits mostly activators. 320,000 compounds, 0.063% hits; further: % of control where 0% means no effect; nearly all actives have a fitted effect of over 45% in size
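p53-null H1299 cells stably carrying temperature-sensitive p53-A138V and a BP100-luciferase reporter were pinned with compounds (4-point, 1:5 series) and held 24 hrs at 37 deg C. Luminescence was read 10 min after detection reagent.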
Rab9 prom act: Rab9 promoter activation; Huh7 Rab9 promoter-luciferase reporter, luminescence, 24 h; Potency, µM (titrated, usually from 9.22 µM), inactives show top-dose activation, negative = inhibition, usual class: activators; 320,000 compounds, 2.8% hits; AID 485297; further: % of control where 0% means no effect; nearly all actives have a fitted effect of over 60% in size
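Quantitative HTS format; Huh7 Rab9-luciferase reporter cells (1500/well) receive compound 2 h post-plating, incubate 24 h at 37 °C, then get luciferase reagent for 10 min before luminescence reading.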
NPC1 promoter act: activators of NPC1 promoter; Huh7 NPC1 promoter luciferase reporter, 24 h; Potency, µM (highest dose often 9.22 µM), inactives show at the highest dose activation, hits mostly activators; 320,000 compounds, 2.4% hits; AID 485313;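 further: % of control where 0% means no effect; nearly all actives have a fitted effect of over 60% in size; reporter is driven by a mutant NPC1 promoter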
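Huh7 reporter cells (NPC1 promoter driving luciferase) are dosed with compound for 24 h at 37 °C, 5% CO2; luciferase detection reagent is then added and luminescence measured after 10 min at ambient temperature.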
An asterisk follows results filed as active; u = inconclusive; x = no result given; [ ] = dose if it differs, or a comment. Unless noted, the call rests on the fitted dose curve; in most records, active means well fitted curve in the direction sought with a large enough effect; inconclusive means small, poorly fitted or top-dose-only effect, or another doubt; inactive means no such curve, though single readings can be large; an effect the other way counts as inactive or inconclusive. Potency means the concentration at half of the fitted maximal effect. Not all compounds are listed. The share of hits here may be higher or lower than overall.

| Structure | uPA generation | VP16 counter | FLuc counter | ELG1 genotoxic | RORgamma inh | MBNL1-CUG inh | BRCA1 expr up | CXXC DNA block | p53 reactivator | Rab9 prom act | NPC1 promoter act |
| --- | --- | --- | --- | --- | --- | --- | --- | --- | --- | --- | --- |
| COCCCNC(=S)Nc1ccc(C)cc1 | 5% | -19% | u | 2% | u | -7% | 13% | -9% | 3% | 0% | 2% |
| Cc1ccc(-n2c(=O)c3sccc3n(CC(=O)N3CCCC3)c2=O)cc1 | x | 1% | 0% | 0% | 9% | 10% | -16% | -15% | -13% | 13% | -5% |
| CCOC(=O)C1=C(C)NC2=C(C(=O)CC(c3cccs3)C2)C1c1cccs1 (stereo not given) | -13% | 0% | 0% | -1% | u | 1% | -60% | -13% | -3% | -1% | -4% |
| CN1C(=O)N(C)C2(c3ccccc3)Nn3c(s/c(=C/c4ccccc4F)c3=O)=NC12c1ccccc1 (stereo not given) | x | 3% | -1% | 2% | -18% | 6% | x | 8% | 6% | -1% | 3% |
| Cn1cc(Br)c(C(=O)NNC(=O)c2ccc(Br)cc2)n1 | 2% | -19% | u | 10% | u | x | 99% | 6% | u | 29% | 18% |
| O=C(Nc1nnc(-c2ccccc2F)s1)C1CCN(S(=O)(=O)c2ccc(Cl)cc2)CC1 | 7% | -12% | 0% | 2% | 0% | -6% | -20% | 4% | 4% | -6% | -2% |
| NC(=O)C1=C[C@@H](c2ccc(C(F)(F)F)cc2)C[C@@H](OCCCCO)O1 | -2% | 2% | -2% | 5% | 25% | -1% | 8% | -21% | -3% | 1% | -5% |
| CCN(CC)c1ncc(C#N)c(N)n1 | 1% | 6% | 3% | 1% | 1% | -9% | 43% | 8% | 1% | -5% | 2% |
| FC(F)(F)c1cccc(-c2nn[nH]n2)c1 | 1% | -3% | u | 2% | 12% | -4% | -4% | 9% | -2% | 7% | -1% |
| CCOc1ccc(CC(=O)N2CCN=C2SC)cc1 | -7% | 1% | u | -2% | 19% | -7% | 11% | 1% | 2% | 7% | 0% |
| CC(=O)Nc1nonc1-c1ccccc1 | -2% | 1% | 0% | 0% | -18% | -1% | 0% | -7% | 20% | 3% | 2% |
| Cc1cc(C)nc(NS(=O)(=O)c2ccc(NC(=O)c3ccc4c(c3)OCO4)cc2)n1 | -1% | -1% | -11% | 1% | u | 5% | -15% | -3% | -6% | 4% | -5% |
| O=C(Nc1cc(Cl)cc(Cl)c1)c1cnn2cccnc12 | -2% | 11% | -13% | 5% | 23% | 1% | 5% | 12% | 2% | 20% | 2% |
| Cc1c(O)nc(SC2CC(=O)N(c3ccccc3)C2=O)[nH]c1=O (stereo not given) | 2% | 14% | 2% | x | -13% | -3% | 0% | -5% | x | x | x |
| O=C(O)c1cc(Nc2cc(Cl)c3nonc3c2[N+](=O)[O-])ccc1O | 19% | u | -12% | 0% | -27% | u | -12% | u | 1% | 5% | -2% |
| CCC(C(=O)OCC(=O)N1CCN(S(=O)(=O)c2ccc(C)cc2C)CC1)c1ccccc1 (stereo not given) | -1% | x | 7% | -8% | x | x | -24% | x | 5% | -7% | -1% |
| COCCN(Cc1cn(C)nc1-c1ccc(Oc2ccccc2)cc1)C(C)C | 13% | 3% | -1% | 0% | 28% | -5% | -6% | -3% | 8% | 3% | 2% |
| O=c1c(/C=N/O)c(Nc2ccccc2)nc2ccccn12 | u | -26% | -4% | -6% | -36% | u | -29% | -8% | 2% | -3% | -16% |
| C/C(=C/C(=O)N1CCN(C)CC1)C(=O)O | -1% | -10% | 4% | 0% | 3% | -6% | -23% | 2% | -8% | 2% | -2% |
| COc1ccc(CCNC(=O)c2ccc3c(c2)SC2=NS(=O)(=O)CCN23)cc1 | 0% | -5% | 4% | 0% | 6% | 4% | -13% | -1% | 3% | -2% | 0% |
| Cc1[nH]c2ccccc2c1C(=O)CSC(=S)N1CCN(C)CC1 | u | -11% | u | 6% | -16% | -11% | u | 2% | 3% | 0% | 17% |
| COc1cccc(NC(=O)CN(C)C(=O)/C=C/c2ccc3ccccc3n2)c1 | -24% | x | -9% | -7% | x | x | -8% | x | 2% | 0% | -1% |
| Cc1cc(SCC(=O)c2ccccc2)nc(C)n1 | -2% | -10% | 12µM* | u | -15% | -3% | 10µM* | 3% | 17% | 2.5µM* | 3.5µM* |
| CCOC(=O)C1CCCN(c2c(NCCN3CCCCC3C)c(=O)c2=O)C1 (stereo not given) | 12% | -4% | 1% | -3% | 2% | 16% | 2% | 3% | -1% | 0% | -2% |
| Cc1cc(C)nc(SC(C)C(=O)O)n1 (stereo not given) | 1% | -26% | 1% | -3% | 21% | 4% | -1% | -7% | -2% | 21% | 1% |

Part of the list above, set out differently.
SMILES: Cc1cc(C)nc(NS(=O)(=O)c2ccc(NC(=O)c3ccc4c(c3)OCO4)cc2)n1
  uPA generation = -1%	VP16 counter = -1%	FLuc counter = -11%	ELG1 genotoxic = 1%	RORgamma inh = u	MBNL1-CUG inh = 5%	BRCA1 expr up = -15%	CXXC DNA block = -3%	p53 reactivator = -6%	Rab9 prom act = 4%	NPC1 promoter act = -5%
SMILES: Cc1ccc(-n2c(=O)c3sccc3n(CC(=O)N3CCCC3)c2=O)cc1
  uPA generation = x	VP16 counter = 1%	FLuc counter = 0%	ELG1 genotoxic = 0%	RORgamma inh = 9%	MBNL1-CUG inh = 10%	BRCA1 expr up = -16%	CXXC DNA block = -15%	p53 reactivator = -13%	Rab9 prom act = 13%	NPC1 promoter act = -5%
SMILES: Cn1cc(Br)c(C(=O)NNC(=O)c2ccc(Br)cc2)n1
  uPA generation = 2%	VP16 counter = -19%	FLuc counter = u	ELG1 genotoxic = 10%	RORgamma inh = u	MBNL1-CUG inh = x	BRCA1 expr up = 99%	CXXC DNA block = 6%	p53 reactivator = u	Rab9 prom act = 29%	NPC1 promoter act = 18%

Other results follow:
| Structure | uPA generation | VP16 counter | FLuc counter | ELG1 genotoxic | RORgamma inh | MBNL1-CUG inh | BRCA1 expr up | CXXC DNA block | p53 reactivator | Rab9 prom act | NPC1 promoter act |
| --- | --- | --- | --- | --- | --- | --- | --- | --- | --- | --- | --- |
| CNC(=O)NC(=O)CSc1nc2cc(C(=O)OC)ccc2c(=O)n1-c1ccccc1 | 17% | 22µM* | 3% | 0% | -44% | -10% | -10% | 7% | -5% | 1% | -1% |
| COC(=O)/C(=C/c1ccc2c(c1)c1ccccc1n2C)NC(=O)c1ccccc1 | -22% | u | u | -8% | 37% | u | -35% | 14% | 1% | -1% | -1% |
| COc1ccc(NC(=O)CSc2nnc(-c3ccncc3)n2C)cc1 | -3% | -1% | -2% | 4% | 3% | -3% | 29% | -3% | 2% | -3% | -6% |
| COc1cccc(NC(=O)CCC2CCN(C(=O)Cc3cccc(F)c3)CC2)c1 | 6% | -13% | 0% | -2% | -3% | -2% | -10% | 60%[activator] | 1% | -5% | -4% |
| Cn1ncc2c(Nc3cccc(Cl)c3)nc(Nc3cccc(Cl)c3)nc21 | 0% | u | u | -9% | 0% | 4% | -81% | -3% | -1% | -4% | -3% |
| CSc1ccccc1NC(=O)CN1CCN(c2ccccn2)CC1 | -10% | -3% | 2% | -7% | -1% | -2% | -30% | -2% | -8% | -1% | 2% |
| O=C(Nc1ccc(F)c(Cl)c1)Nc1csc2ccccc12 | -2% | u | u | -2% | u | -4% | -14% | 1% | u | -2% | 6% |
| COc1ccc2nc(C(F)(F)Cl)c(C#N)c(N)c2c1 | 1% | -6% | -18% | -8% | u | x | 0% | -3% | u | -7% | 21% |
| Nc1ccc(-c2cc3ccccc3oc2=O)cc1 | -1% | x | 21µM* | 4% | x | u | -79% | 10% | x | -11% | -20% |
| CC(C)Cn1c(N)c(C(=O)COC(=O)c2ccc(O)cc2O)c(=O)n(C)c1=O | 1% | x | 3% | -9% | x | x | -42% | x | -2% | -3% | -5% |

3 entries out of the list above, ordered by their value in uPA generation, lowest first:
SMILES | uPA generation | RORgamma inh | CXXC DNA block | p53 reactivator | Rab9 prom act | NPC1 promoter act
CSc1ccccc1NC(=O)CN1CCN(c2ccccn2)CC1 | -10% | -1% | -2% | -8% | -1% | 2%
Cn1ncc2c(Nc3cccc(Cl)c3)nc(Nc3cccc(Cl)c3)nc21 | 0% | 0% | -3% | -1% | -4% | -3%
CC(C)Cn1c(N)c(C(=O)COC(=O)c2ccc(O)cc2O)c(=O)n(C)c1=O | 1% | x | x | -2% | -3% | -5%
